# S3 lipid droplet: qHTS Assay for Lipid Storage Modulators in Drosophila S3 Cells. Drosophila S3 cells, BODIPY lipid droplet fluorescence, 18-24 h; cells fed with added oleic acid. lipid storage change, negative = inhibition, % at the top dose, mostly 46.1 µM; hits show Potency in µM. AID 2685. actives 0.64% (n = 320,000); active means well fitted inhibition curve with a large enough effect in the signal ratio, with a control signal flat, not every such curve was filed as active; inconclusive means small, poorly fitted or top-dose-only effect, or effect the other way, or a change in a side signal; the % refers to the signal ratio
#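 Drosophila S3 cells got compounds at several concentrations plus oleic acid (400 uM solution). Laser-scanning cytometry with 488 nm excitation read lipid droplets at 500-530 nm and cells at 575-640 nm. Percent activity was relative to 20 uM Triacsin C.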
# S3 lipid droplet cell count max: second read-out of S3 lipid droplet, no call of its own (marks repeat the call); cell number change, %; measured here: cell count max response;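 cells counted by Cell Tracker Red CMTPX staining in the red channel; peak over a dose series mostly up to 46.1 µM; percent activity relative to internal control wells on each plate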
# * = called active by the depositor; i = inactive; u = inconclusive; x = not tested or not shown; [ ] = remark or other dose. On the % scale 0 is the no-effect control and ±100 the full control effect; potency means the concentration at half of the fitted maximal effect.
# Second line of a record – S3 lipid droplet cell count max	S3 lipid droplet
- COc1ccc(NC(=O)CCS(=O)(=O)c2cccc3nonc23)c(OC)c1
    5	i
- COc1ccc(-n2c(O)c(C=Nc3ccccc3)c3ccccc3c2=O)cc1OC
    x	u
- O=C(OCc1nnc(-c2ccccc2)o1)c1cc(F)c(F)cc1Cl
    x	u
- O=C(COc1cc(Cl)c(Cl)cc1Cl)NCCc1ccccn1
    x	i
- CC(C)C(NC(=O)c1ccc(Cl)cc1Cl)C(=O)NCCc1ccccn1 (stereo not given)
    x	u
- CS(=O)(=O)Nc1ccc(C(=O)NCCSCc2ccccc2)cc1
    -5	-9%
- CCN1C(=O)[C@H]2[C@@H](c3ccc(C)cc3)N3C(=O)N(c4ccccc4)C(=O)[C@@]3(CC)[C@H]2C1=O
    16	i
- CC(NC(=O)COC(=O)c1cc([N+](=O)[O-])ccc1N1CCOCC1)c1ccccc1 (stereo not given)
    x	u
- Cc1cc(NC(=O)CN2C(=O)c3ccccc3C2=O)no1
    x	u
- Cc1ccc(OC(C)C(=O)Nc2ccc3c(c2)n(C)c(=O)n3C)c(C)c1 (stereo not given)
    x	u
- Cc1ccc(C(=O)N/C(=C\c2ccc3c(c2)OCO3)C(=O)N2CCOCC2)cc1
    x	u
- COc1ccc2cc(C3CC(c4ccco4)=NN3C(=O)CCC(=O)O)c(Cl)nc2c1 (stereo not given)
    x	u
- CCOc1ccc(NC(=O)CN(C)CC(=O)NC2CCCc3ccccc32)cc1OCC (stereo not given)
    x	i
- O=C(N[C@@H](Cc1c[nH]c2ccccc12)C(=O)NC1CC1)c1ccccc1Cl
    -9	0%
- Cc1ccc(C)c(N2CCN(C(=O)Cc3ccc(NC4=NC5CS(=O)(=O)CC5S4)cc3)CC2)c1 (stereo not given)
    x	u

# Six compounds drawn at random from those above, as already listed:
# Second line of a record – S3 lipid droplet cell count max	S3 lipid droplet
- Cc1ccc(C(=O)N/C(=C\c2ccc3c(c2)OCO3)C(=O)N2CCOCC2)cc1
    x	u
- O=C(N[C@@H](Cc1c[nH]c2ccccc12)C(=O)NC1CC1)c1ccccc1Cl
    -9	0%
- Cc1cc(NC(=O)CN2C(=O)c3ccccc3C2=O)no1
    x	u
- COc1ccc(NC(=O)CCS(=O)(=O)c2cccc3nonc23)c(OC)c1
    5	i
- COc1ccc2cc(C3CC(c4ccco4)=NN3C(=O)CCC(=O)O)c(Cl)nc2c1 (stereo not given)
    x	u
- Cc1ccc(C)c(N2CCN(C(=O)Cc3ccc(NC4=NC5CS(=O)(=O)CC5S4)cc3)CC2)c1 (stereo not given)
    x	u

# Carrying on:
# Second line of a record – S3 lipid droplet cell count max	S3 lipid droplet
- CNC[C@H](O)c1cccc(O)c1
    -8	0%
- COc1ccc(F)cc1CSc1nnnn1-c1ccc(O)cc1
    2	8%
- CC1Cc2ccccc2N1C(=O)Cn1cnc2c1c(=O)n(C)c(=O)n2C (stereo not given)
    -10	i
- CC(C)c1ccc(NC(=O)CCN2C(=O)[C@@H]3Cc4ccccc4CN3C2=O)cc1
    x	i
- COc1ccc(Cc2nnc(NC(=O)c3ccc(OC(C)=O)cc3)s2)cc1OC
    x	u
- COc1cccc(C(=O)C2CCCN(CC3=Cc4cc(OC)ccc4OC3)C2)c1 (stereo not given)
    0	7%
- Cc1cccc(NC(=O)[C@@H](CC(C)C)NC(=O)[C@@H]2Cc3ccccc3CN2)c1
    x	u
- CCOC(=O)c1cc(C#N)c(N2CCN(C(=O)c3cccc(C(F)(F)F)c3)CC2)nc1C(F)(F)F
    -10	-16%
- COc1ccc(CCN(C)CC(=O)Nc2c(C)cc(C)cc2C)cc1OC
    -8	20%
- Cc1ccc2nnnc(-c3ccccc3)c2c1
    x	u
- Cc1cccc(N2CC(C(=O)OCC(=O)c3ccc(OC(=O)c4cccs4)cc3)CC2=O)c1C (stereo not given)
    x	u
- CC1(C)Cc2ccccc2C(=NCC(=O)O)N1
    -20	0%
- COc1ccccc1-c1nc(C#N)c(N2CCN(Cc3ccccc3)CC2)o1
    3	i
- Cc1cc(NC(=O)CSc2nc3ccccc3n2CC(=O)N2CCCCC2)no1
    x	u
- C=CCn1c(-c2cnn(-c3ccccc3)c2N)n[nH]c1=S
    -1	24%

# (list continues)
# Second line of a record – S3 lipid droplet cell count max	S3 lipid droplet
- COCCn1cnc2c(c1=O)c1nc3ccccc3nc1n2/N=C/c1ccco1
    x	u
- C=CCn1c(O)c2ccc(C(=O)N=NC(=O)COc3ccccc3F)cc2c1O
    x	u
- COc1cc(C(=O)NCCCNc2nc3c(C)cc(C)cc3cc2C#N)cc(OC)c1OC
    -6	1%
- COc1ccc(-n2nnnc2-c2cnc(N3CCCC3)nc2C(F)(F)F)cc1
    x	u
- O=C1c2ccccc2C(=O)N1CC(O)COc1ccc(Cl)cc1 (stereo not given)
    12	9%
- CC(C)(C)CN1CCNC(=O)C1CC(=O)N1CCC(C(=O)N2CCOCC2)CC1 (stereo not given)
    x	u
- COc1ccc(OC(C)C(=O)N2CC(C)OC(C)C2)cc1 (stereo not given)
    8	7%
- COC(=O)c1ccc(-c2csc(NC(=O)c3c(C)noc3C)n2)cc1
    x	u
- CCOc1cc(C(=O)Nc2nnc(C)s2)cc(OCC)c1OCC
    -3	25%
- COc1ccc(-c2cc(C(=O)Nc3cc(C)nn3-c3ccccc3)no2)cc1
    x	u
- CCC(C)C(=O)Nc1nc2c(s1)C(=O)CC(C)(C)C2 (stereo not given)
    -4	-3%
- Cn1c(Cn2c(=O)sc3ccccc32)nnc1SCC(=O)N1CCN(c2ccccc2)CC1
    -3	-3%
- Cc1cc(/C=C2/NC(=O)N(Cc3ccccc3F)C2=O)c(C)n1C
    x	u
- COc1ccc(CCn2c(=N)c(C(=O)NCc3ccco3)cc3c(=O)n4cccc(C)c4nc32)cc1
    x	u
- Cc1ccc(NC(=O)CSCC(=O)NNC(=O)c2ccoc2C)cc1
    x	26%

# Going on with the list:
# Second line of a record – S3 lipid droplet cell count max	S3 lipid droplet
- COC(=O)CC1C(=O)NCCN1C(=O)c1ccc([N+](=O)[O-])cc1 (stereo not given)
    7	2%
- Fc1cc(Cl)ccc1NC1=NCCCCC1
    x	u
- COc1ccc(CCNC(=O)CN(Cc2ccc(Cl)cc2)S(C)(=O)=O)cc1
    -16	-19%
- O=C(COc1cc2oc(=O)c3c(c2cc1Cl)CCC3)NCCCn1ccnc1
    x	u
- CCCN1CCC(=O)N([C@H](COc2ccccc2)c2ccccc2)CC1
    36	i
- CC1=C(C(=O)Nc2ccc(C)cc2C)C(c2ccc([N+](=O)[O-])cc2)n2ncnc2N1 (stereo not given)
    -10	-10%
- O=C(NCc1ccccc1)c1ccc(Cl)cc1[N+](=O)[O-]
    -4	-8%
- OC(CSc1c(Cl)cccc1Cl)CN1CCN(c2ccc(F)cc2)CC1 (stereo not given)
    x	i
- O=C(c1ccc(Oc2ccc(C(F)(F)F)cc2[N+](=O)[O-])cc1)N1CCOCC1
    x	u
- O=C1CC(=C(c2ccccc2)c2ccccc2)C(=O)N1CCCN1CCN(c2cccc(Cl)c2)CC1
    x	u
- CCCCOc1ccc(NC(=O)CSc2nnnn2C)cc1
    x	u
- CCn1c(/N=C/c2ccccc2O)nc2ccccc21
    -1	8%
- Cc1ccccc1CS(=O)(=O)Cc1ccc(C(=O)NCC2CCCO2)o1 (stereo not given)
    x	u
- O=C1CC(c2ccccc2)c2cc(O)ccc2O1 (stereo not given)
    -8	5%
- CN(C)CCNC(=O)c1ccc(-c2nn(C)c(=O)c3ccccc23)cc1
    x	u

# Given with bars between the fields: entries from further up
Molecule | S3 lipid droplet cell count max | S3 lipid droplet
O=C(NCc1ccccc1)c1ccc(Cl)cc1[N+](=O)[O-] | -4 | -8%
OC(CSc1c(Cl)cccc1Cl)CN1CCN(c2ccc(F)cc2)CC1 (stereo not given) | x | i
O=C(c1ccc(Oc2ccc(C(F)(F)F)cc2[N+](=O)[O-])cc1)N1CCOCC1 | x | u
O=C1CC(=C(c2ccccc2)c2ccccc2)C(=O)N1CCCN1CCN(c2cccc(Cl)c2)CC1 | x | u
CCCCOc1ccc(NC(=O)CSc2nnnn2C)cc1 | x | u

# Continued.
# Second line of a record – S3 lipid droplet cell count max	S3 lipid droplet
- COCC(=O)Nc1c(C(=O)N2CCCC2)oc2ccccc12
    x	u
- OCCc1ccc(O)c(-n2nc3ccccc3n2)c1
    x	u
- Cc1cccc(OCCOC(=O)c2c(-c3ccccc3)noc2C)c1
    x	u
- COc1ccccc1-n1c(C)nc(=O)c(-c2ccccc2)c1C
    18	i
- O=C(CN1CCCN(Cc2ccc(F)cc2)S1(=O)=O)NC1CCCC1
    x	-9%
- C=CCn1c(-c2sc3nc(C)cc(C)c3c2N)n[nH]c1=S
    -2	9%
- Cc1cccc(OCC(=O)Nc2ccc(C(=O)NCC(C)C)cc2)c1
    1	6%
- OCC1(CC2CCCCO2)CCN(C/C=C/c2ccccc2)CC1 (stereo not given)
    -7	-10%
- O=C(O)c1ccc(-n2c(-c3cc(-c4ccco4)[nH]n3)n[nH]c2=S)cc1
    3	-1%
- CC1CC(C)CN(CCCNC(=O)c2ccc3nc(N4CCCCC4)sc3c2)C1 (stereo not given)
    x	u
- O=[N+]([O-])c1ccccc1S(=O)(=O)N1CCN(c2ccccn2)CC1
    x	u
- Cc1ccc(-c2cc(C)nc3ncnn23)cc1
    x	u
- Cn1c(N)c(C(=O)CSc2nnc(-c3ccccc3F)n2C2CC2)c(=O)n(C)c1=O
    x	u
- COc1ccc(C(=O)O)cc1NS(=O)(=O)c1cccc2nsnc12
    x	i
- CCN(CC)CCCNC(=O)C1CCN(c2ncnc3c2sc2cccc(F)c23)CC1
    x	u

# (list continues)
# Second line of a record – S3 lipid droplet cell count max	S3 lipid droplet
- COc1ccccc1N1CCN(C(=O)C(C)N(c2ccc(C)cc2)S(C)(=O)=O)CC1 (stereo not given)
    x	u
- COc1ccc(/C=C(/NC(=O)c2ccc([N+](=O)[O-])cc2)C(=O)NCCCN(C)C)cc1
    x	u
- COc1ccc(CCNC(=O)CSc2nn3c(=O)c(C)nnc3s2)cc1OC
    5	19%
- c1cncc(Cc2cc3ccccc3[nH]2)c1
    x	21%
- C/C=C/Cn1c(SCCCc2ccccc2)nc2c1c(=O)[nH]c(=O)n2C
    x	u
- O=C(CCSc1ccccc1)NCc1cccnc1
    x	u
- CCOc1c(Br)cc(/C=C2/SC(=O)N(CC(=O)N3CCCC3)C2=O)cc1OC
    x	i
- CC(=O)Nc1ccc(NC(=O)CCCn2cnc3ccccc3c2=O)cc1
    -6	-3%
- COC(=O)c1ccccc1NC(=O)CSc1nnc(C(CO)NC(=O)c2ccccc2)n1C (stereo not given)
    x	u
- NNC(=O)CCCCCCCCCCOCCCCO
    x	u
- CCCN(CC(=O)Nc1ccc(Cl)cc1Cl)C(=O)CC(NC(C)=O)c1ccccc1 (stereo not given)
    x	u
- COc1cccc(C(=O)Nc2cc(C)ccc2NC(=O)COc2ccccc2)c1
    -10	-3%
- Cc1ccc(C(C)C)c(OCc2nn(CC(=O)c3ccc(Cl)cc3)c3[n+]2CCCCC3)c1
    x	u
- CN(Cc1ccc(F)cc1)C(=O)COc1ccccc1-c1ccccc1
    -5	3%
- O=C(NCCCN1CCOCC1)c1sc2cc(F)ccc2c1Cl
    x	u

# Next part.
# Second line of a record – S3 lipid droplet cell count max	S3 lipid droplet
- CN1C(=O)c2cccc3c(N(C)C)ccc(c23)C1=O
    x	u
- O=C(N/N=C/C1CCCCC1)c1ccccn1
    x	u
- OCc1ccc(OCCCOc2cccc3cccnc23)cc1
    -2	-22%
- C=CCOc1cccc(C2C(C(=O)c3cccs3)=C(O)C(=O)N2Cc2cccnc2)c1 (stereo not given)
    x	u
- O=C(N/C(=C\c1ccc(Cl)cc1)C(=O)N1CCOCC1)c1ccc([N+](=O)[O-])cc1
    x	u
- COC(=O)c1cc(-c2ccc(C)o2)nc2ccccc12
    x	u
- COc1cc(C=O)ccc1OCCSc1ccc(Cl)cc1
    -8	19%
- Cc1cc(C)c2cc(C(=O)N3CCC(N4CCCCC4)CC3)[nH]c2c1
    x	u
- O=C(Nc1ccccc1)O/N=C/c1ccccc1Cl
    2	0%
- Cc1ccc(NC(=O)COC(=O)Cc2cccs2)c(Br)c1
    x	u
- CN(C(=O)c1cc2n(n1)C(C(F)(F)F)CC(c1ccco1)N2)c1ccc(OC(F)(F)F)cc1 (stereo not given)
    x	u
- CCOc1ccc2nc(SCC(=O)NNC(=O)c3ccco3)c(C)cc2c1
    x	u
- CCOC(=O)C1CCCN(C(=O)c2ccc3c(c2)OCCO3)C1 (stereo not given)
    -10	-22%[0.0737 µM]
- CC(OC(=O)C1=NNC(=O)CC1)C(=O)Nc1ncc(Cl)cc1Cl (stereo not given)
    x	u
- C=CCN1C(=O)c2ccc(C(=O)N(C)Cc3ccc(C)o3)cc2C1=O
    x	40%

# Other compounds follow:
# Second line of a record – S3 lipid droplet cell count max	S3 lipid droplet
- COc1ccc(OC)c(N(CC(=O)NC2CC2)S(=O)(=O)c2ccc(C)cc2)c1
    0	13%
- CN(C)/C=C(/C(=O)c1ccc(Cl)c(Cl)c1)S(C)(=O)=O
    x	u
- CC(C)CC(C(=O)Nc1ccccc1)N1C(=O)C2C3C=CC(C3)C2C1=O (stereo not given)
    -6	-8%
- CN(C)S(=O)(=O)c1cccc(NC(=S)N/N=C/c2ccc(O)c(O)c2O)c1
    x	u
- Oc1cncc(-c2cccnc2)c1
    x	u
- COc1cc([N+](=O)[O-])ccc1NC(=O)Cc1ccc(F)cc1
    x	u
- CCCc1nnc(NC(=O)CCS(=O)(=O)c2ccccc2)s1
    3.4*	1.5µM*
- CCOC(=O)c1c(C)nc2c(c1C)/C(=N/O)CC(C)(C)C2
    x	u
- O=C(NCc1ccccc1)c1ccc(F)c(S(=O)(=O)N2CCOCC2)c1
    x	u

# Screening results as filed in PubChem.

# These rows are one share of the data; rates above refer to the full screens.
